Compound activity from PubChem BioAssay.
S1P4 antagonist: S1P4 receptor antagonists, primary screen, cell-based. S1P4-expressing cells, antagonist mode, reporter read-out. 220,000 tested, 0.26% active. AID 1510, 2009. inhibition, % at 4.98 µM; in the data active means inhibition above about 29%;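 further: 0% = wells stimulated with agonist and 100% = vehicle wells without agonist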
EP2 antag: human EP2 receptor antagonists, primary screen, TR-FRET cAMP, C6 glioma cells | Prostaglandin E2 receptor EP2 subtype (Homo sapiens), P43116 | C6 glioma cells expressing human EP2; cells stimulated with saturating PGE2 | inhibition, % at 25 µM | 260,000 tested, 0.52% active | AID 1422, 2008;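 active means percent inhibition above 40 after rounding to a whole number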;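 further: rat C6 glioma host cells with rolipram phosphodiesterase inhibitor present; the protocol text gives 20 µM as final concentration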
S1P4 agonist: S1P4 receptor agonists, primary screen, cell-based | Sphingosine 1-phosphate receptor 4 (Homo sapiens), O95977 | S1P4-expressing cell line, agonist reporter assay | activation, % at 4.98 µM | 220,000 tested, 0.35% active | AID 1509, 2009; in the data active means activation above about 11%;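 further: 0% = DMSO vehicle and 100% = reference agonist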
NPY-Y2 PAM-ag: NPY-Y2 potentiators or agonists, primary screen, cell-based; cells expressing NPY-Y2, potentiator/agonist read-out; activation, % at 3.6 µM; Neuropeptide Y receptor type 2 (Homo sapiens), P49146; 220,000 tested, 0.45% active; in the data active means activation above about 27%;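 further: cells stimulated with NPY near EC25 plus isoproterenol at EC100; 0% = vehicle plus submaximal agonist and 100% = vehicle plus saturating agonist; some results beyond the cut were filed as inactive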
EP2 mod: EP2 receptor modulators, cAMP readout, primary screen, cell-based, HTRF cAMP, PGE2 stimulation; EP2-expressing cells, cAMP HTRF FRET, PGE2 co-stimulation; induction, % at 25 µM; 260,000 tested, 0.83% active; Prostaglandin E2 receptor EP2 subtype (Homo sapiens), P43116;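 active means compounds whose cAMP rise, as percent of the full-agonist control response, exceeds 60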;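 further: rat C6 glioma line stably carrying human EP2 under a CMV promoter; the protocol text gives 20 µM as final concentration; 100% = response of wells given 1 µM PGE2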
eIF4E-4G inh: eIF4E–eIF4G protein interaction inhibitors, primary screen, biochemical, uHTS, TR-FRET, eIF4GI fragment; Eukaryotic translation initiation factor 4E (Mus musculus) + Eukaryotic translation …; TR-FRET eIF4E-eIF4GI(517-606) binding, 2 h; inhibition, % at 21.7 µM; 220,000 tested, 0.37% active;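 active means inhibition above about 30%, limit read from the data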;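 further: 0% = full FRET control wells and 100% = background wells lacking eIF4GI fragment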
Target sequence (P63073 whole entry, looked up, the tested form may be a part): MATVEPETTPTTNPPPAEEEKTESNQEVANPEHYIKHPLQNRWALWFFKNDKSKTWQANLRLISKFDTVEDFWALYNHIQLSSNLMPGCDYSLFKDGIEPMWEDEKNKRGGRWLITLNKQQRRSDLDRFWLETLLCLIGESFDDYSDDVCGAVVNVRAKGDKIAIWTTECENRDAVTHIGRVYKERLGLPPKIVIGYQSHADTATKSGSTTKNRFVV
Target sequence (Q04637 whole entry, looked up, the tested form may be a part): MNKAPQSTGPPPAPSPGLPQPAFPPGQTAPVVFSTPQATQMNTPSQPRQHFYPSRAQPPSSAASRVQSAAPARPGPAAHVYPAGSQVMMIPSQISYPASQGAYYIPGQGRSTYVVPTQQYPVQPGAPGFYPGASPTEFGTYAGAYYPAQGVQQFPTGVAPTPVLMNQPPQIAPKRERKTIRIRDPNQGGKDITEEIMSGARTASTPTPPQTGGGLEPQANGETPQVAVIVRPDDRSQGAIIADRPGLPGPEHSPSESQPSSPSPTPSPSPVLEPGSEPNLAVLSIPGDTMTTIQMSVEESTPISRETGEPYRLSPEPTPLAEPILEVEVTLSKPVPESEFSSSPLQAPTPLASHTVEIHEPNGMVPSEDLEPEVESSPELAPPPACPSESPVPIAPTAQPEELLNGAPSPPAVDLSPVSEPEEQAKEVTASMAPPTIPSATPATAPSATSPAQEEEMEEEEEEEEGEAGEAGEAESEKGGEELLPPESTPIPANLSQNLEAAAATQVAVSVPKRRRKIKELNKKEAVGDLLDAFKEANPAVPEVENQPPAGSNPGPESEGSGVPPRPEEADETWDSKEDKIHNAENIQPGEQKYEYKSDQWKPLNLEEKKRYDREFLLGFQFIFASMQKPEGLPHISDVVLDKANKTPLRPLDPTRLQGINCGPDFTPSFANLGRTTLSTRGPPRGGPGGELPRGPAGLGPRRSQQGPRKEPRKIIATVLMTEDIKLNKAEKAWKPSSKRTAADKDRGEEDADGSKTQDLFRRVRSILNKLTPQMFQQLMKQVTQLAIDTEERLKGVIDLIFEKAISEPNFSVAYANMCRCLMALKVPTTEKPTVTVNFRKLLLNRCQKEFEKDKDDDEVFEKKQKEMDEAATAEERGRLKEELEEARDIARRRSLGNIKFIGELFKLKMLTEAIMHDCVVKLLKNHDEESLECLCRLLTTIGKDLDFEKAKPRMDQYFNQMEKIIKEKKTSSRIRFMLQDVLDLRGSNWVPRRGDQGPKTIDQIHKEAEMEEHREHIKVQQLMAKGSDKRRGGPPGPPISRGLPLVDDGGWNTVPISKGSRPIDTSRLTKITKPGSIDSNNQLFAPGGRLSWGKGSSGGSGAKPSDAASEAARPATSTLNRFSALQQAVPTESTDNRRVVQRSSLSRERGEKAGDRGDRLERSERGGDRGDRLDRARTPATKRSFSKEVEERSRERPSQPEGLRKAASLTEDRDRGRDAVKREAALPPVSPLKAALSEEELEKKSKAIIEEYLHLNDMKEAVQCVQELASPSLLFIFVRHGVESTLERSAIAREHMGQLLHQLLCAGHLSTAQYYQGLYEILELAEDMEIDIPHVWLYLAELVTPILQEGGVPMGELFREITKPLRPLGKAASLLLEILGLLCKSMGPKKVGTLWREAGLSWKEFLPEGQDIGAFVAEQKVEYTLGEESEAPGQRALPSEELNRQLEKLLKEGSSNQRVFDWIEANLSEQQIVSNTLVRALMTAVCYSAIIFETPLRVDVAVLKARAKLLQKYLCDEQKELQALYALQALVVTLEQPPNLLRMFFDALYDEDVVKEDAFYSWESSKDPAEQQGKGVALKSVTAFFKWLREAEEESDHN
p97 inhibitor: inhibitors of human p97 ATPase, primary screen, biochemical | Transitional endoplasmic reticulum ATPase (Homo sapiens), P55072 | recombinant p97 ATPase, Kinase-Glo ATP luminescence, 3 h | inhibition, % at 8 µM | 220,000 tested, 0.42% active | AID 1481, 2009; in the data active means inhibition above about 15%;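 further: 0% = DMSO vehicle and 100% = wells lacking enzyme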
NPY-Y1 antag: NPY-Y1 receptor antagonists, primary screen, cell-based | 200,000 tested, 1% active | inhibition, % at 3.6 µM | HEK293-CNG Y1 cells, membrane potential fluorescence; NPY at EC95, then isoproterenol | Neuropeptide Y receptor type 1 (Homo sapiens), P25929;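 active means inhibition above the campaign mean inhibition of all tested compounds plus 3 SD, cut at about 20% in these data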;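 further: 0% = DMSO wells given NPY plus isoproterenol and 100% = isoproterenol alone without NPY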
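Material: HEK293 cells co-expressing NPY Y1 receptor and cyclic-nucleotide gated channel. Timing: compound incubation 1 h at room temperature, readout 45 min post-stimulation. Signal: fluorescence, membrane potential probe.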
NPY1 pot ag: NPY-Y1 receptor potentiators or agonists, primary screen, cell-based. activation, % at 3.6 µM. AID 1304, 2008. Neuropeptide Y receptor type 1 (Homo sapiens), P25929. 220,000 tested, 0.37% active. NPY-Y1 expressing cells, potentiator/agonist activation; in the data active means activation above about 33%, passing the limit was not always enough;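 further: cells stimulated with NPY at EC10 then isoproterenol at EC100; 0% = low agonist plus stimulus and 100% = saturating agonist plus stimulus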
Numbers without * were called inactive; / = no result given; & = joins results of further samples; [ ] = remark or other dose. The list is partial, so the mix of outcomes need not match the whole.

SMILES	S1P4 antagonist	EP2 antag	S1P4 agonist	NPY-Y2 PAM-ag	EP2 mod	eIF4E-4G inh	p97 inhibitor	NPY-Y1 antag	NPY1 pot ag
CC(C)(C)NC(=O)NC(=O)COC(=O)COc1ccc(Cl)cc1Cl	-27	5	3.9	7	-2	2	2	6	7
NC(=S)N/N=C/c1ccc(-c2cc(Cl)ccc2Cl)o1	14	/	0.7	-26	43	-8	4	6	-32
COc1ccccc1-n1cc(C(=O)NCC(=O)N2CCN(c3ccccc3)CC2)c2ccccc2c1=O	-4	4	-0.4	-5	8	8[fluorescence artefact?]	-1	0	2
Cc1ccc(-c2noc(CCC(=O)N(C)c3ccccc3C)n2)cc1	0	8	-1.3	8	7	2	1	7	-20
CC1CCCCC1NC(=O)Cn1cnc2ccccc2c1=O (stereo unspecified)	-5	-3	0.8	2	29	4	2	-3	1
CC1=C(C(=O)Nc2ccc(F)c(F)c2)C(c2cccs2)NC(=S)N1 (stereo unspecified)	-19	10	0.1	5	-15	14[fluorescence artefact?]	1	-2	16
Cn1nc(C(F)(F)F)c(-c2ccc(F)cc2)c1NC(=O)c1ccco1	-11	5	1.4	-1	50	-11	0	/	6
O=C1c2ccccc2C(Nc2ccccc2F)N1c1cccnc1 (stereo unspecified)	-14	12	0.5	1	6	2	3	-4	4
Cc1ccn(-c2n[nH]c(C)c2[N+](=O)[O-])n1	3	7	-2.3	-4	12	-3	-4	-2	0
CCn1nc(NS(=O)(=O)c2ccccc2)c2cc3cccc(C)c3nc21	0	4	-0.4	2	25	3	-1	3	-40
COC(=O)c1cc(C(=O)Nc2cccc(C)n2)cc([N+](=O)[O-])c1	-11	13	1.2	2	17	0	-4	-1	7
COc1c(C)cc(Br)cc1C(=O)O	-12	8	-1.2	-4	-2	4[fluorescence artefact?]	1	7	-16
O=C(NC1CCCc2ccccc21)c1ccc(S(=O)(=O)N2CCOCC2)cc1 (stereo unspecified)	-2	4	-0.6	10	-31	-1	7	6	16
C#CCOCCOCCOCCNc1nc(N2CCN(C(=O)[C@H](CCCCN)n3cc([C@@H](N)C(C)CC)nn3)CC2)nc(N2CCN(C(=O)[C@H](Cc3ccc(O)cc3)n3cc([C@@H](N)C(C)CC)nn3)CC2)n1 (stereo partly specified)	8	4	-1.4	104*	4	-1	13	-16	111*
C=CCNC(=O)c1onc(CSc2ccccc2F)c1C(=O)O	-1	16	1.4	-37	-3	1[fluorescence artefact?]	4	15	-7
COc1ccc(CC(NC(=O)c2ccccc2)C(=O)NCC(=O)O)cc1 (stereo unspecified)	3	15	0.0	-2	16	4	4	-1	16
CCOCCCNC(=O)CN1C(=O)C(CC)Oc2ccccc21 (stereo unspecified)	-13	5	0.1	0	10	6[fluorescence artefact?]	1	0	9
Cc1cc(NS(=O)(=O)c2ccc(NC(=O)C(C)Oc3ccc4c(C)cc(=O)oc4c3)cc2)no1 (stereo unspecified)	2	10	-0.9	6	14	4	0	-5	-32
O=C(Cn1c(-c2cncs2)nc2ccccc21)NCc1ccccc1	1	7	2.1	-8	10	1[fluorescence artefact?]	3	-1	9
Cc1nnsc1S(=O)(=O)Cc1ccccc1C(F)(F)F	0	7	-0.9	13	32	-4	2	1	13
CCc1ccc(OCCCC(=O)Nc2nnc(C3CCCO3)s2)cc1 (stereo unspecified)	4	5	-1.0	-11	7	1	-5	1	-14
CCOC(=O)c1sc(=S)n(-c2ccccc2Cl)c1C	11	5	-0.7	-6	23	9	-6	/	8
O=C(Cc1cccs1)N/N=C/c1ccccn1	10	4	0.5	-5	-12	4	1	/	1
CCc1nnc(N2C(=O)c3ccc(Oc4ccc([N+](=O)[O-])cc4)cc3C2=O)s1	-14	4	1.8	-5	-10	12[fluorescence artefact?]	7	6	-10
COCCn1c(CCC(=O)O)nc2c1c(=O)[nH]c(=O)n2CC(C)C	-17	3	0.7	3	-7	3	3	-5	4

(further entries)
SMILES	S1P4 antagonist	EP2 antag	S1P4 agonist	NPY-Y2 PAM-ag	EP2 mod	eIF4E-4G inh	p97 inhibitor	NPY-Y1 antag	NPY1 pot ag
CC(=O)N(/N=C1\Sc2ccccc2C1=O)c1ccc(C)cc1C	4	15	2.5	-4	45	16	2	7	11
O=C(O)/C=C/c1ccccc1Oc1ccccc1	-16	14	1.7	-32	31	-2	3	10	-12
CC1(C)CC(=O)C=C(NCCN2CCN(C(=S)Nc3ccccc3)CC2)C1	-12	6	1.1	7	-10	0	10	/	8
COc1ccc(NC(=O)CN2CCC3(O)CCCCC3C2c2ccccc2OC)cc1 (stereo unspecified)	3	6	-2.5	9	8	1	2	-8	1
CC(=O)N1N=C(c2ccc(Br)cc2)OC12CCCC2	-10	6	-0.4	-10	33	-3	-1	/	12
CCCCNC(=O)NS(=O)(=O)c1cnccc1Sc1ccc(Cl)cc1	-8	6	0.5	-33	9	8	3	9	8
CCC(C)NC(=O)CC(NS(=O)(=O)c1ccc(C)cc1)c1ccc(OC)cc1 (stereo unspecified)	-2	9	-1.1	-8	27	3[fluorescence artefact?]	-1	-2	-20
C=CCN1CCN(Cc2cnc(Cl)s2)CC1	1	5	-0.1	-4	30	-2	-2	-4	12
COc1ccc(N(C)S(=O)(=O)c2cccc(C(=O)Nc3nc4ccccc4[nH]3)c2)cc1	-8	8	0.2	-12	-79	-4	4	10	-7
O=c1c2ccccc2nnn1COc1ccc(Cl)cc1Br	-4	2	-1.2	4	-53	3	2	9	15
CC(C)(C)OC(=O)N1CCC(C(=O)O)CC1	0	10	-2.9	2	-6	-10	5	5	0
CN1CCCC(OC(=O)CCCC(=O)OC2CCCN(C)C2)C1 (stereo unspecified)	-10	4	1.2	2	-3	4	0	4	-14
CCN(CC)c1ccc(C(=O)Nc2cccc(F)c2)cc1	6	30	-4.6	-8	4	6	0	4	-3
COCC(C)NC(=O)CCS(=O)(=O)c1nc(-c2ccc(OC)cc2)cc(C(F)(F)F)n1 (stereo unspecified)	-5	5&9	-1.0	2	12&-56	0	-5	1	-17
CC1CC(C)CN(S(=O)(=O)c2ccc3c(c2)oc(=O)n3CC(=O)NCc2cccnc2)C1 (stereo unspecified)	-7	6	1.1	-38	-25	-2	-3	/	-23
Cc1nc(CN2CCOCC2)cc(=O)[nH]1	-14	9	0.6	-4	24	5	-9	1	-14
C=CCn1cnc2sc(C(=O)Nc3ccccc3OC)c(C)c2c1=O	-12	10&8	2.6	-19	-5&1	8	5	6	-14
COC(=O)c1cc(=O)c2c(C)nc(C(Cl)(Cl)Cl)nc2[nH]1	-7	4	1.5	-3	2	20	7	-4	7
Cc1ccc(S(=O)(=O)N(C)C)cc1NC(=O)C(C)OC(=O)/C=C/c1cccs1 (stereo unspecified)	-10	-2	0.1	-7	3	-15	-3	/	1
O=C1NC2(CCC3(CC2)OCCO3)NN1c1ccc(Cl)cc1	-7	11	-1.0	1	1	-4	5	4	3
Cn1cc(Br)cc2nc(C(F)(F)F)nc1-2	3	9	-0.3	-8	13	8	-2	4	-24
COc1ccccc1CNc1nc2nc(C)cc(=O)n2[nH]1	-5	7	-1.8	1	17	0[fluorescence artefact?]	8	0	-11
CSc1n[nH]c(NCc2cccs2)n1	3	11	0.6	7	19	-20	1	-6	-15
CC(=O)Nc1cccc(NC(=O)C(F)(F)F)c1	-10	11	-0.2	9	8	-2	1	-6	-8
CC(C)(C)S(=O)c1cccs1 (stereo unspecified)	-8	3	-1.2	11	-3	5	4	0	-4

Single entries from above.
Cc1cc(NS(=O)(=O)c2ccc(NC(=O)C(C)Oc3ccc4c(C)cc(=O)oc4c3)cc2)no1 (stereo unspecified) in eIF4E-4G inh is entered as 4
C=CCn1cnc2sc(C(=O)Nc3ccccc3OC)c(C)c2c1=O in NPY-Y2 PAM-ag is entered as -19

Continued.
SMILES	S1P4 antagonist	EP2 antag	S1P4 agonist	NPY-Y2 PAM-ag	EP2 mod	eIF4E-4G inh	p97 inhibitor	NPY-Y1 antag	NPY1 pot ag
CCOC(=O)CSc1nc(NCc2ccco2)c2ccccc2n1	-18	10	0.1	-12	27	-1	2	7	-5
Cc1cc(NS(=O)(=O)c2ccc(OCCNS(C)(=O)=O)cc2)no1	-6	-7	0.2	0	5	5[fluorescence artefact?]	-2	-6	10
COc1cc(/C=N/NC(=O)C2COc3ccccc3O2)cc(OC)c1OC (stereo unspecified)	-3	11	1.3	-24	-32	3	1	-3	-23
O=C(Nc1cccc(C(F)(F)F)c1)c1cccnc1	-24	10	0.0	-9	-8	-15	-1	1	-12
Cc1ccc(CNC(=O)c2cc3c(=O)n4ccccc4nc3n(CC3CCCO3)c2=N)cc1 (stereo unspecified)	0	11	4.4	28	-14	-2[fluorescence artefact?]	4	6	20
N#Cc1c(-c2ccccc2F)cc(-c2cccnc2)nc1N	-1	6	0.2	4	21	18[fluorescence artefact?]	6	-1	2
CCCC(=O)OCC(=O)c1[nH]c(C)c(C(C)=O)c1C	-21	4	0.8	5	16	-3	2	0	1
CCCOc1ccc(S(=O)(=O)N2CCCC2)cc1[N+](=O)[O-]	-2	7	-0.1	-15	11	-7	1	/	-8
CCN1CCCC1CNC(=O)Cn1cccc1C(=O)c1ccccc1 (stereo unspecified)	-17	7	2.5	10	17	-3[fluorescence artefact?]	4	5	-10
COc1ccc(OC)c(S(=O)(=O)N2CCC(C(=O)NCc3ccccc3OC)CC2)c1	3	15&15	-2.1	18	3&4	0	-1	-2	12
Cc1ccccc1C(=O)N1CCc2c([nH]c3ccccc23)C1C(F)(F)F (stereo unspecified)	2	11	3.3	-2	17	-3	5	/	31
O=C(CCN1C(=O)c2cccc3cccc(c23)C1=O)NCC1CCCO1 (stereo unspecified)	-6	6	-0.4	8	19	-3	8	/	4
COCCN(CC(=O)NCc1ccc2c(c1)OCO2)C(=O)CCC(=O)Nc1nccs1	-17	19	2.3	-4	25	2	-5	-2	-11
CC(C)=CCN1CCN(Cc2ccc(N3CCNC3=O)cc2)CC1CCO (stereo unspecified)	-21	9	0.6	-1	22	3	4	4	6
COc1ccc(C(CC(=O)Nc2ccc(C)cc2)NC(=O)C(F)(F)F)cc1 (stereo unspecified)	-13	14	-1.1	-1	2	0[fluorescence artefact?]	0	1	-9
O=C(/C(=C/O)N=Nc1ccc(Cl)cc1)c1ccncc1	-7	11	-2.0	2	-15	10[fluorescence artefact?]	3	6	7
COc1cc2c(C(=O)N3CCN(C)CC3)c(C)n(-c3ccccc3)c2cc1Br	3	5	-1.1	-13	35	-15	-11	5	-21
COc1ccc(CC(=O)Nc2cc(=O)n(C)c(=O)n2C)cc1OC	6	11	-0.4	-3	36	0	3	1	12
CC(C)C(=O)Nc1cccc(NC(=O)c2cccc([N+](=O)[O-])c2)c1	-4	4	-1.0	-10	-7	1	-3	-1	-20

Just NPY-Y2 PAM-ag, for 2 of the compounds above:
structure | NPY-Y2 PAM-ag
COc1ccc(CC(=O)Nc2cc(=O)n(C)c(=O)n2C)cc1OC | -3
CC(C)C(=O)Nc1cccc(NC(=O)c2cccc([N+](=O)[O-])c2)c1 | -10
